# mIAP act = activators of mouse IAP, primary screen, biochemical, luminescence, uHTS; muIAP, CDP-Star luminescence, 30 min; hits give high values; 1 = vehicle-only enzyme signal, 0 = enzyme-free wells; 330,000 tested, 0.24% active; intestinal alkaline phosphatase [Mus musculus]; activation factor at 10 µM; AID 2805, 2010;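 active = activation factor of at least 2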; note: the source names both 10 and 20 µM as test concentration; values of inactives mirror those of a sister screen read the other way
#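 Assay system: mouse IAP enzyme; reagent: chemiluminescent substrate CDP-Star; dosing: test compounds delivered from DMSO solution; schedule: 30 min at room temperature; measured by: luminescence from enzymatic CDP-Star hydrolysis; controls: DMSO-only wells and no-enzyme negative control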
# tim10-1 inh = growth inhibitors of tim10-1 mutant yeast, primary screen, luminescence, uHTS; 330,000 tested, 2.2% active; inhibition, % at 20 µM; S. cerevisiae tim10-1 ts strain growth, BacTiter-Glo, 24 h;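 active = inhibition of at least 40%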;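 note: mutant grown at 25 °C; 0% = DMSO wells with yeast and 100% = wells holding no yeast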
# Apaf1 inhib = inhibitors of human Apaf-1 apoptosome, primary screen, biochemical, DEVD-Rh110 fluorescence, uHTS | Apoptotic protease-activating factor 1 (Homo sapiens), O14727 | reconstituted apoptosome caspase-3 activity | inhibition, % at 20 µM | 330,000 tested, 0.71% active | AID 489030, 2010; active = inhibition of at least 40% at 20 µM;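 note: plate controls were DMSO wells for no effect and DEVD-CHO caspase inhibitor wells for full effect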
#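 Medium: Hepes buffer, pH 7.5 / System: biochemical Apaf-1 apoptosome reconstitution / Measured by: Rh110 fluorescence, excitation 480 nm, emission 540 nm / Times: compound with Apaf-1, dATP, procaspase-3 30 min, then 50 min reaction, room temperature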
# NALP3 yeast inh = NALP3 inflammasome inhibitors in reconstituted yeast, primary screen, luminescence, uHTS. Yeast reconstituted NLRP3/ASC/caspase-1, beta-gal luminescence, 24 h. inhibition, % at 10 µM. 330,000 tested, 0.39% active;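 active = inhibition of 50% or more; inactive = inhibition below 50%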;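 note: plate controls were induced DMSO wells for no effect and uninduced yeast grown without galactose for full effect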
# mIAP inh = inhibitors of mouse IAP, primary screen, biochemical, luminescence, uHTS. inhibition, % at 10 µM. AID 2806, 2010. 330,000 tested, 0.2% active. intestinal alkaline phosphatase [Mus musculus]. purified mouse IAP, CDP-Star luminescence, 30 min;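 active = inhibition of at least 40% at 10 µM in the primary screen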;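 note: plate controls were DMSO with enzyme for no effect and no enzyme wells for full effect; values of inactives mirror those of a sister screen read the other way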
# hIAP act = human IAP activators, primary screen, biochemical, luminescence, uHTS | 330,000 tested, 0.16% active | purified human IAP, CDP-Star luminescence, 30 min; hits give high values; 1 = vehicle-only enzyme, 0 = enzyme-free background | activation factor at 10 µM | Intestinal-type alkaline phosphatase (Homo sapiens), P09923;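 active = activation factor of the enzyme at least 2-fold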; note: the source names both 10 and 20 µM as test concentration; values of inactives mirror those of a sister screen read the other way
# Target sequence (P09923 whole entry, looked up): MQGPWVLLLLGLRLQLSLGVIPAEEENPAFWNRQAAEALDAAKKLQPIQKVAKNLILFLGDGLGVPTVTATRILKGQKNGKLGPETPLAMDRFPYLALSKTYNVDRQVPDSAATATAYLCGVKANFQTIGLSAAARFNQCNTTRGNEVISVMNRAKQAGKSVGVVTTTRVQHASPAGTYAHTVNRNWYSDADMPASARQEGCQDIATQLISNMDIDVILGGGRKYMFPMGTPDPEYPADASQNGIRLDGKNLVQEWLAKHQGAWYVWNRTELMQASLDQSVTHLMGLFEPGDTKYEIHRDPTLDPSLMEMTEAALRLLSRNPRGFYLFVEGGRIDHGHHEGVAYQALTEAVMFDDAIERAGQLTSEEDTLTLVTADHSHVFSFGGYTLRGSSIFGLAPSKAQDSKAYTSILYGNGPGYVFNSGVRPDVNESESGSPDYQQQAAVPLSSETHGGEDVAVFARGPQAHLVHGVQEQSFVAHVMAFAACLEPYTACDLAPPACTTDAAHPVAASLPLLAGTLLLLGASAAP
# ATG4B inh = ATG4B protease inhibitors, primary screen, biochemical, fluorescence, uHTS; Cysteine protease ATG4B (Homo sapiens), Q9Y4P1; ATG4B cleavage of LC3-PLA2, NBD-HPC fluorescence, 1 h; inhibition, % at 8.33 µM; 340,000 tested, 0.51% active; in the data active = inhibition above about 40%
# Target sequence (Q9Y4P1 whole entry, looked up): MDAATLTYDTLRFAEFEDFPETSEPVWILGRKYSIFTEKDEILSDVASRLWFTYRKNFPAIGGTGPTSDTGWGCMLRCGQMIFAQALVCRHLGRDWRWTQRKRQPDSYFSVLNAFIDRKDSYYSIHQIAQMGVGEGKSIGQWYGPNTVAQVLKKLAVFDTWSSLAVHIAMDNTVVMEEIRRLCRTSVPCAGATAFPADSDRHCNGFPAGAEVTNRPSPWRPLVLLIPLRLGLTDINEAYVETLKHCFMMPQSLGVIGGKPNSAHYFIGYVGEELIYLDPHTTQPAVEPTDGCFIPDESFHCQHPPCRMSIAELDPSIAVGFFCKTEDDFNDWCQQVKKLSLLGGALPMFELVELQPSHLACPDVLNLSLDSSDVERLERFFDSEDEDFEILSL
# TIM10 inh = growth inhibitors of isogenic TIM10 control yeast, primary screen, counter-screen for tim10-1 yeast inhibitor project, luminescence, uHTS; inhibition, % at 10 µM; S. cerevisiae TIM10 strain growth, BacTiter-Glo luminescence, 24 h; 330,000 tested, 1.4% active;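 active = inhibition of 40% or more at the single tested concentration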;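 note: wild-type TIM10 isogenic control strain grown at permissive 25 °C; 0% = DMSO yeast wells and 100% = minimal medium wells without yeast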
# hIAP block = human IAP inhibitors, primary screen, biochemical, luminescence, uHTS; Intestinal-type alkaline phosphatase (Homo sapiens), P09923; purified IAP, CDP-Star luminescence, 30 min; inhibition, % at 10 µM; 330,000 tested, 0.12% active; AID 2544, 2010;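 active = inhibition reaching a set limit with compound at 10 µM in the primary screen, cut at about 35% in these data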;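 note: plate controls were DMSO wells with enzyme for no effect and no-enzyme buffer wells for full effect; values of inactives mirror those of a sister screen read the other way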
# Starred values were filed as active, the others as inactive; . = not tested or not shown.
1. Cc1cccnc1NC(=O)c1cc2ccccc2oc1=O
2. COc1cccc2cc(C(=O)OCC(=O)NCc3ccc4c(c3)OCO4)c(=O)oc12
3. CCOc1ccc(Br)cc1S(=O)(=O)N1CCC(C(N)=O)CC1
4. Cc1ccc(N(C(=O)Cn2nnc(-c3ccccc3F)n2)C(C(=O)NC2CCCC2)c2ccncc2)cc1 (centres undefined)
5. O=C(CN1CCN(C2CCCCC2)CC1)Nc1ccccc1-c1ccccc1
6. COc1cccc(NC(=O)c2cc(OC)c(OC)c(OC)c2Br)c1

compound no.	1	2	3	4	5	6
mIAP act	0.92	1	1.1	0.89	0.98	0.98
tim10-1 inh	11	21	17	-11	21	12
Apaf1 inhib	-7	-2	-2	15	-16	-3
NALP3 yeast inh	14	0	-7	-10	23	4
mIAP inh	8	-2	-8	11	2	2
hIAP act	1	1.2	1.1	0.93	0.89	1
ATG4B inh	3	1	-6	-4	12	-4
TIM10 inh	-21	6	11	9	13	2
hIAP block	-4	-20	-13	7	11	-1

7. Cc1csc(SCC(=O)NC(=O)c2ccccc2)n1
8. N#Cc1sc2nc(-c3cccs3)cc(-c3ccccc3)c2c1N
9. Cc1ccc(N2C(=O)CC(Sc3nc(C)cc(C)n3)C2=O)cc1 (centres undefined)
10. O=S(=O)(NC(=S)c1ccccc1)c1ccc(Cl)cc1
11. COc1ccc(S(=O)(=O)n2c(CCN3CCOCC3)nc3ccccc32)cc1
12. O=C(COc1cccnc1[N+](=O)[O-])NCCc1ccc(Cl)cc1

compound no.	7	8	9	10	11	12
mIAP act	0.97	0.85	0.97	0.94	0.94	1.1
tim10-1 inh	-14	28	3	-7	24	24
Apaf1 inhib	-4	14	-6	2	5	5
NALP3 yeast inh	6	12	21	21	17	8
mIAP inh	3	15	3	6	6	-6
hIAP act	0.94	0.98	0.88	0.94	1	1.1
ATG4B inh	2	-3	4	-6	-17	-3
TIM10 inh	0	22	-5	0	28	-20
hIAP block	6	2	12	6	0	-14

13. COc1ccc(Cc2noc(-c3ccc(C)cc3)n2)cc1
14. Cc1ccc(N/C(N)=N/c2nc3c(c(=O)[nH]2)CCCC3)c(C)c1
15. Cn1c(CN2CCN(S(C)(=O)=O)CC2)nc2cc([N+](=O)[O-])ccc21
16. O=C(CSc1ncn[nH]1)N1c2ccccc2Sc2ccccc21
17. O=C(/C=C/c1cccc(F)c1)OCC(=O)N1CCCC1
18. COC(=O)c1cccc(NC(=O)c2cccnc2C(=O)O)c1C

compound no.	13	14	15	16	17	18
mIAP act	0.96	1.3	0.98	1	1	1
tim10-1 inh	-4	13	5	6	-10	8
Apaf1 inhib	14	-16	-7	-1	1	-2
NALP3 yeast inh	30	16	-5	-4	-1	12
mIAP inh	4	-26	2	0	-2	0
hIAP act	1.1	1	0.91	1.1	1.1	0.9
ATG4B inh	-1	-3	3	-4	4	2
TIM10 inh	-4	-3	4	-5	-1	5
hIAP block	-12	-1	9	-14	-7	10

19. O=C(NC1C=CS(=O)(=O)C1)c1sc2ccccc2c1Cl (centres undefined)
20. O=C(COC(=O)c1ccc(O)cc1)NCCC1=CCCCC1
21. COc1cccc(CNc2cc(CSc3ccc(Cl)cc3)nc(C)n2)c1
22. CC(C)C(=O)N(Cc1cc2ccccc2[nH]c1=O)C(C)(C)C
23. COc1cc2c(cc1OC)CN(Cc1ccc(OC)c(C)c1OC)CC2
24. Cc1nc2ccccc2c(=O)n1C1CCCCCC1

compound no.	19	20	21	22	23	24
mIAP act	1	1	1.1	0.96	0.97	1.1
tim10-1 inh	22	3	4	13	10	22
Apaf1 inhib	-13	-10	15	-8	-4	-4
NALP3 yeast inh	7	5	16	-16	12	8
mIAP inh	-3	0	-12	4	3	-5
hIAP act	1.1	1.1	1.1	0.95	0.95	0.94
ATG4B inh	-7	-5	54*	1	1	-2
TIM10 inh	18	6	-11	5	0	15
hIAP block	-14	-5	-14	5	5	6

# With a hit mark in ATG4B inh, among the entries above:
no.	structure	mIAP act	NALP3 yeast inh	mIAP inh	hIAP act	ATG4B inh	hIAP block
21	COc1cccc(CNc2cc(CSc3ccc(Cl)cc3)nc(C)n2)c1	1.1	16	-12	1.1	54*	-14

# Additional records:
25. CCn1c(SCC(=O)N2CCOCC2)nnc1-c1ccco1
26. COC(=O)C1(CCSC)NC(c2ccccc2OC)C2C(=O)N(C)C(=O)C21 (centres undefined)
27. O=C(CCC(=O)N1CCCC1)Nc1ccc(Cl)c(Cl)c1
28. CCN(C(=O)CN1CC(C)OC(C)C1)c1c(N)n(Cc2ccccc2)c(=O)[nH]c1=O (centres undefined)
29. COc1ccccc1-c1c(C(F)(F)F)oc2cc(OC(=O)c3ccccc3[N+](=O)[O-])ccc2c1=O
30. COC(=O)c1cn(CC(=O)NC2CCCCCC2)c2ccccc12

compound no.	25	26	27	28	29	30
mIAP act	0.92	0.97	0.99	1.1	1	1.1
tim10-1 inh	-11	3	-7	-7	23	4
Apaf1 inhib	6	4	-11	-3	17	-2
NALP3 yeast inh	25	-1	13	16	32	11
mIAP inh	8	3	1	-5	-4	-6
hIAP act	0.75	0.89	1.2	0.97	1	1.1
ATG4B inh	-8	-5	1	-5	1	3
TIM10 inh	-16	-2	-2	4	23	7
hIAP block	25	11	-16	3	0	-6

# 4 compounds picked at random from those above:
10. O=S(=O)(NC(=S)c1ccccc1)c1ccc(Cl)cc1
28. CCN(C(=O)CN1CC(C)OC(C)C1)c1c(N)n(Cc2ccccc2)c(=O)[nH]c1=O (centres undefined)
13. COc1ccc(Cc2noc(-c3ccc(C)cc3)n2)cc1
16. O=C(CSc1ncn[nH]1)N1c2ccccc2Sc2ccccc21

compound no.	10	28	13	16
mIAP act	0.94	1.1	0.96	1
tim10-1 inh	-7	-7	-4	6
Apaf1 inhib	2	-3	14	-1
NALP3 yeast inh	21	16	30	-4
mIAP inh	6	-5	4	0
hIAP act	0.94	0.97	1.1	1.1
ATG4B inh	-6	-5	-1	-4
TIM10 inh	0	4	-4	-5
hIAP block	6	3	-12	-14

# Additional compounds follow:
31. CN(CC(=O)Nc1ccc(Cl)c(Cl)c1)C(=O)/C=C/c1ccc(F)cc1
32. Cc1c(C)c2ccc(OC(C)C(=O)NCCCn3ccnc3)c(C)c2oc1=O (centres undefined)
33. COc1ccc(N2CCN(C(=O)Cc3csc(NC(=O)Nc4ccccc4OC)n3)CC2)cc1
34. COc1ccc(C2SCC(=O)N2c2ccc(OC)cc2)cc1 (centres undefined)
35. Cc1c(Nc2ncnc3nc[nH]c23)c(=O)n(-c2ccccc2)n1C
36. CC(C)OC(=O)CSc1nc2ncc(Cl)cc2[nH]1

compound no.	31	32	33	34	35	36
mIAP act	0.93	1	0.98	1.1	0.97	0.98
tim10-1 inh	5	9	3	15	-4	16
Apaf1 inhib	16	1	3	0	-3	-1
NALP3 yeast inh	18	-1	13	-3	7	5
mIAP inh	7	0	2	-8	3	2
hIAP act	1.2	1.3	0.77	1	1.1	0.97
ATG4B inh	-1	0	-17	-6	-4	-1
TIM10 inh	19	5	3	22	-6	6
hIAP block	-18	-31	23	-3	-6	3

37. O=C(c1ccc(S(=O)(=O)N2CCOCC2)cc1)N1CCN(S(=O)(=O)c2ccc(Cl)s2)CC1
38. Cc1cccc(CNc2ccc(S(=O)(=O)N3CCCCC3)cc2)c1
39. CCN(C(=O)COc1ccc2ccc(=O)oc2c1)C1CCCCC1
40. CSc1ncccc1C(=O)OCc1ccc([N+](=O)[O-])cc1
41. c1cncc(-c2nn3cnnc3s2)c1
42. CCn1nc(C)c(CNC(=O)CCc2nnc(Cc3c[nH]c4ccccc34)o2)c1C

compound no.	37	38	39	40	41	42
mIAP act	1.1	1.4	1.1	0.98	0.94	1
tim10-1 inh	3	6	4	11	17	9
Apaf1 inhib	-12	7	-4	-15	-1	-8
NALP3 yeast inh	14	43	4	12	-10	7
mIAP inh	-8	-42	-7	2	6	-4
hIAP act	1	0.96	1	0.9	0.94	1.1
ATG4B inh	0	8	-6	-6	-7	4
TIM10 inh	6	5	10	7	6	3
hIAP block	-2	4	0	10	6	-5

43. C/C(=N\NC(=O)c1cc(-c2ccco2)nc2ccccc12)c1cccnc1
44. COc1cc(OC)cc(C(=O)Nn2cnnc2)c1
45. Cc1cc(C)c2[nH]c(=O)c(CN(Cc3cccnc3)C(=S)NCCCN(C)C)cc2c1
46. Cc1ccc(C)c(OCC(=O)N2CCN(c3ncccn3)CC2)c1
47. C[C@@H]1CN(C(=O)c2nc3ccc(Cl)cn3c2CN[C@H]2CCCCNC2=O)C[C@H](C)O1
48. Cc1ccc(C)c(S(=O)(=O)N2CCC3(CC2)OCCO3)c1

compound no.	43	44	45	46	47	48
mIAP act	0.99	1.1	1	1	0.95	0.97
tim10-1 inh	19	-2	1	18	4	13
Apaf1 inhib	-11	-5	-6	2	-16	6
NALP3 yeast inh	20	4	-7	18	14	5
mIAP inh	1	-6	-3	0	5	3
hIAP act	1	0.68	1	0.84	0.84	0.98
ATG4B inh	-11	5	-2	-1	19	-2
TIM10 inh	11	-13	7	14	6	3
hIAP block	-3	32	0	16	16	2

49. CC(C)C(C(=O)NCc1ccco1)N(Cc1ccco1)C(=O)CNS(=O)(=O)c1ccc(F)cc1 (centres undefined)
50. Cc1cccc(C)c1NC(=O)CCCSc1nnc(-c2ccc(Cl)cc2)n1-c1ccccc1
51. CCOc1cccc(CN2CCN(Cc3ccc(C)o3)C(CCO)C2)c1O (centres undefined)
52. CN(CCO)C(=O)c1cccc2c1-c1ccccc1C2=O
53. COCCn1c(-c2ccccc2F)n[nH]c1=S
54. COc1ccc(CN(C(=O)CSc2nnc(-c3c[nH]c4ccccc34)o2)c2ccc(F)cc2)cc1OC

compound no.	49	50	51	52	53	54
mIAP act	1.1	1.2	0.96	1	0.98	1.3
tim10-1 inh	7	24	-2	-8	-18	23
Apaf1 inhib	11	27	3	-10	-11	26
NALP3 yeast inh	16	10	-11	13	-4	34
mIAP inh	-5	-16	4	-1	2	-28
hIAP act	1.1	1	1.1	0.86	1.1	0.96
ATG4B inh	-5	33	19	-2	-6	-4
TIM10 inh	-12	22	-6	-2	-4	4
hIAP block	-7	-1	-12	14	-11	4

55. CCCNC(=O)OC[C@H]1O[C@H](CCO/N=C/c2ccc(C(=O)N3[C@H](c4ccc(C)cc4)[C@@H](C)CC[C@H]3C(=O)OC)cc2)C=C[C@@H]1Oc1ccc(OC)cc1
56. Cc1nc(=O)cc(-c2ccccc2)n1-c1ccccc1
57. CCN(CC)P(=O)(Nc1ccc(C)cc1Br)c1ccc(N(C)C)cc1NC(=O)c1ccco1 (centres undefined)
58. Cn1cc(Br)c(C(=O)NNC(=O)c2ccccc2)n1
59. CC1CCN(CCCNC(=O)CCc2nnc3n(CCc4ccccc4)c(=O)c4ccccc4n23)CC1

compound no.	55	56	57	58	59
mIAP act	1	1	1.1	1	1.1
tim10-1 inh	9	17	22	7	0
Apaf1 inhib	6	-23	29	-3	3
NALP3 yeast inh	-5	6	-5	-2	9
mIAP inh	-2	-1	-14	0	-7
hIAP act	1	0.88	0.99	1.2	1.2
ATG4B inh	.	2	1	5	4
TIM10 inh	18	11	20	7	-5
hIAP block	-3	12	1	-24	-18
